PLCg1 inh: PLC-gamma1 (human) inhibition, primary screen | P19174 | purified PLC-gamma1, fluorogenic substrate, fluorescence | inhibition, % at 12.2 µM | 370,000 compounds, 0.84% hits | AID 720700; in the data active means inhibition above about 9.5%
SIAE inh: inhibitors of human sialic acid acetylesterase SIAE | Q9HAT2 | SIAE FP-Rh probe binding, fluorescence polarization | inhibition, % at 9.66 µM | 370,000 compounds, 0.69% hits | AID 1053197;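 active means inhibition above a cutoff: mean of compounds within the control limits plus 3 SD of those, cut at about 17% in these data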;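 further: 0% = plate median of compound wells and 100% = probe without SIAE protein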
Target sequence (Q9HAT2 whole entry, looked up): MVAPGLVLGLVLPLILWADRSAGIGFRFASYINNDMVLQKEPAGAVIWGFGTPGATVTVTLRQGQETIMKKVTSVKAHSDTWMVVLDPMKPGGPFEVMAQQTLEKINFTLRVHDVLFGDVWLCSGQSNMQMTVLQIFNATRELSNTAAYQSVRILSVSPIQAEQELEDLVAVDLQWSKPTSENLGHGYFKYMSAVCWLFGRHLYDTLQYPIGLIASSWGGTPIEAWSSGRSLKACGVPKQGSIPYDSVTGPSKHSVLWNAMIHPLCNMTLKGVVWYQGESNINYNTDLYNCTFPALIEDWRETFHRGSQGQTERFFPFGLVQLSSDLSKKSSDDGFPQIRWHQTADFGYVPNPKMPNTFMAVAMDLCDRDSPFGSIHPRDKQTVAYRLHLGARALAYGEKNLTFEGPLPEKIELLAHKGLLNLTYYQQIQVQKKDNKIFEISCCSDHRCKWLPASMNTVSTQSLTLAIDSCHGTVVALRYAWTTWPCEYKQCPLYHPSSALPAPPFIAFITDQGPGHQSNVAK
PLC-beta3 inh: inhibitors of human phospholipase C beta3 | inhibition, % at 12.2 µM | AID 720704 | 370,000 compounds, 0.18% hits | Q01970 | Purified PLC-beta3, fluorogenic substrate, fluorescence; in the data active means inhibition above about 11%;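 further: 0% = median of compound wells on plate and 100% = full blocker control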
DDE Tn6 FP inh: inhibitors of Tn6 peptide binding to human fibrin DD(E) | P02675 | Fibrin DD(E) TRITC-Tn6 fluorescence polarization displacement | inhibition, % at 8.3 µM | 370,000 compounds, 0.21% hits;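 active means inhibition above a per-campaign cutoff: mean of compounds within control limits plus 3 SD, cut at about 15% in these data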;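 further: 0% = median of all compound wells on the plate and 100% = blocking peptide control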
Target sequence (P02675 whole entry, looked up): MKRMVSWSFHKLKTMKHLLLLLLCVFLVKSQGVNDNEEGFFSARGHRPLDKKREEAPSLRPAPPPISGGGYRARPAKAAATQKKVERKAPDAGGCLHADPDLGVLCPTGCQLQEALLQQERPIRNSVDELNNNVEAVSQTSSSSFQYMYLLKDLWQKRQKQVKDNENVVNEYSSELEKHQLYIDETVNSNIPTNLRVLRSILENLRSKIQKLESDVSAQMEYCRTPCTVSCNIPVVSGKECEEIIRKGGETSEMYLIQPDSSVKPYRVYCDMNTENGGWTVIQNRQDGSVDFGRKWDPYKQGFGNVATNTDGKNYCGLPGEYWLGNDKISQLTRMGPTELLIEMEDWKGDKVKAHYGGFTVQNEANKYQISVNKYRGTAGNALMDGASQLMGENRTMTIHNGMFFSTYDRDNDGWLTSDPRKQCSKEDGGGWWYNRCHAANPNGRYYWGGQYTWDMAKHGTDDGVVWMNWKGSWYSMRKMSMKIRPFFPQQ
Tn7 DDE FP: DD(E)-Tn7 binding inhibition, primary FP screen; P02675; inhibition, % at 8.3 µM; 370,000 compounds, 0.13% hits; FP displacement of FITC-Tn7 peptide from fibrin DD(E); 0% = median of compound wells per plate;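 active means inhibition above the mean of compounds falling within the control limits plus 3 SD of them, cut at about 14% in these data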;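 further: 0% = plate median of compound wells and 100% = 10 µM Aha-Tn7 peptide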
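assay system = human clot-derived fibrin DD(E) complex | quantity = Fibrin-DD(E) at 2 µM final | timing = 10 min preincubation, 3 h with tracer, room temperature | signal = fluorescence polarization | measure = percent inhibition | benchmarks = high control wells with 10 µM unlabelled Aha-Tn7 peptide (full inhibition) | replicates = singlicate testing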
ASAP1 GAP inh: ASAP1 ArfGAP inhibition. Q9ULH1. ASAP1-stimulated ARF1 GTP hydrolysis, GDP FP detection. inhibition, % at 16.5 µM. 360,000 compounds, 0.19% hits; in the data active means inhibition above about 25%;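 further: 0% = vehicle with enzyme and substrate and 100% = no enzyme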
ADAM17 inh: inhibits human ADAM17. P78536. recombinant ADAM17, EDANS/DABCYL FRET peptide cleavage. inhibition, % at 6.95 µM. 370,000 compounds, 0.83% hits;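 active means inhibition above the mean of compounds lying between control limits plus 3 SD, set per campaign, cut at about 8.5% in these data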;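 further: 0% = DMSO-only wells as the low control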
ADAM10 inh: inhibits human ADAM10; 370,000 compounds, 0.62% hits; recombinant ADAM10, EDANS/DABCYL FRET peptide cleavage, 3 h; inhibition, % at 7 µM;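 active means inhibition above a per-campaign cutoff equal to the mean of compounds falling between control-based bounds plus 3 SD, cut at about 20% in these data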;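 further: 0% = DMSO wells while the 100% control is not disclosed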
ARFGAP1 inh: rat ARFGAP1 inhibition; Q62848; Arfgap1-stimulated ARF1 GTP hydrolysis, GDP FP detection; inhibition, % at 16.5 µM; 360,000 compounds, 0.26% hits; AID 651572;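 active means inhibition above a per-plate limit, mean inhibition of low control wells plus 3 SD, cut at about 25% in these data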;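 further: 0% = DMSO wells with enzyme and 100% = wells lacking Arfgap1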
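Assay system: purified rat His6-Arfgap1 residues 1-136 (GAP domain); Reagent: human Δ17 ARF1 bound to GTP; Dosing: 16.5 µM single point, 1.26% DMSO; Times: GTP hydrolysis reaction 2 h at 25 °C; Signal: FP, GDP Alexa 633 tracer displaced from anti-GDP antibody, 620/688 nm; Measure: % inhibition from polarization.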
TDP2 absorb: TDP2 (human) inhibition, absorbance primary screen | O95551 | recombinant TDP2, T5PNP hydrolysis, p-nitrophenol absorbance 415 nm | inhibition, % at 12.8 µM | 370,000 compounds, 0.34% hits;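 active means inhibition above the mean of all tested compounds plus 3 SD, set per campaign, cut at about 25% in these data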;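 further: 0% = DMSO with enzyme and 100% = buffer with substrate but no TDP2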
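Material: recombinant human TDP2; quantity: TDP2 enzyme at 120 nM final; medium: Tris-HCl pH 7.5 with MgCl2; compound: single concentration, 12.8 µM nominal, with 1% DMSO; incubation: 2 h enzyme incubation at 37 °C; signal: epi absorbance; measure: percent inhibition; benchmarks: high control without enzyme, low control DMSO plus TDP2; repeats: singlicate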
* marks the source's active call; other numbers are inactive results. Compounds as they come; 3.6% or so of the library scored in one or more.

O=C(NC1CCCC1)c1cc2ccccc2o1 was read as PLCg1 inh 0, SIAE inh 0, PLC-beta3 inh -11, DDE Tn6 FP inh 1, Tn7 DDE FP 0, ASAP1 GAP inh -11, ADAM17 inh -3, ADAM10 inh -14, ARFGAP1 inh 0 and TDP2 absorb -9.
For C/C(=N\NC(=O)c1ccccc1)c1ccc(-n2ccnc2)cc1 the results were PLCg1 inh -4, SIAE inh -5, PLC-beta3 inh -1, DDE Tn6 FP inh 5, Tn7 DDE FP -7, ASAP1 GAP inh 14, ADAM17 inh -4, ADAM10 inh -3, ARFGAP1 inh 3 and TDP2 absorb 1.
Screening Cc1cccc(N2CCN(C(=O)C3CCN(S(=O)(=O)c4cccc5nsnc45)CC3)CC2C)c1 (stereo not drawn) returned PLCg1 inh 2, SIAE inh 2, PLC-beta3 inh 1, DDE Tn6 FP inh -5, Tn7 DDE FP 2, ASAP1 GAP inh 4, ADAM17 inh 0, ADAM10 inh 4, ARFGAP1 inh 13 and TDP2 absorb -4.
Screening CCOc1ccccc1C(=O)NCC(=O)NCCc1ccc(S(N)(=O)=O)cc1 returned PLCg1 inh 10.0*, SIAE inh 0, PLC-beta3 inh 2, DDE Tn6 FP inh -1, Tn7 DDE FP -1, ASAP1 GAP inh 13, ADAM17 inh 2, ADAM10 inh 17, ARFGAP1 inh 0 and TDP2 absorb -16.
CC(=O)Nc1ccc(OCC(=O)N2CCc3ccccc3C2)cc1 was read as PLCg1 inh -2, SIAE inh 1, PLC-beta3 inh -6, DDE Tn6 FP inh 2, Tn7 DDE FP 0, ASAP1 GAP inh 10, ADAM17 inh -4, ADAM10 inh -3, ARFGAP1 inh -1 and TDP2 absorb 6.
Screening CCC1Nc2ncnc(N3CCN(c4ccccc4)CC3)c2N(Cc2ccc(Cl)cc2)C1=O (stereo not drawn) returned PLCg1 inh -2, SIAE inh 1, PLC-beta3 inh -4, DDE Tn6 FP inh -5, Tn7 DDE FP 4, ASAP1 GAP inh -3, ADAM17 inh 4, ADAM10 inh 5, ARFGAP1 inh 10 and TDP2 absorb 2.
`COc1ccc(C2(O)CCN(CC(=O)Nc3nccs3)CC2)c(OC)c1` gave PLCg1 inh -2, SIAE inh 4, PLC-beta3 inh -3, DDE Tn6 FP inh 0, Tn7 DDE FP 3, ASAP1 GAP inh -4, ADAM17 inh -5, ADAM10 inh -2, ARFGAP1 inh 2 and TDP2 absorb -1.
C/C=C/c1cc(OC)c2c(c1)[C@H](C)[C@@H](c1ccc(O)c(OC)c1)O2 was read as PLCg1 inh 5, SIAE inh 3, PLC-beta3 inh 2, DDE Tn6 FP inh -3, Tn7 DDE FP -2, ASAP1 GAP inh 12, ADAM17 inh 3, ADAM10 inh 0, ARFGAP1 inh 14 and TDP2 absorb -4.
Screening COc1ccc(-c2cnc3nc[nH]c(=O)c3n2)cc1 returned PLCg1 inh -367, SIAE inh -3, PLC-beta3 inh -422, DDE Tn6 FP inh 5, Tn7 DDE FP 3, ASAP1 GAP inh -5, ADAM17 inh -55, ADAM10 inh -155, ARFGAP1 inh -6 and TDP2 absorb 4.
`COC(=O)c1cc(-c2cc(OC)ccc2OC)nc2c1c(=O)n(C)c(=O)n2Cc1ccccc1` gave PLCg1 inh -53, SIAE inh -2, PLC-beta3 inh -67, DDE Tn6 FP inh 3, Tn7 DDE FP -3, ASAP1 GAP inh -4, ADAM17 inh -6, ADAM10 inh -8, ARFGAP1 inh 5 and TDP2 absorb 7.
Screening COc1cc(C=NNC(=O)c2ccccc2-n2cccc2)ccc1O returned PLCg1 inh -7, SIAE inh 3, PLC-beta3 inh -10, DDE Tn6 FP inh 4, Tn7 DDE FP 1, ASAP1 GAP inh -3, ADAM17 inh 3, ADAM10 inh -14, ARFGAP1 inh 1 and TDP2 absorb -2.
N#Cc1ccccc1S(=O)(=O)N1CCN(C(=O)CN2CCCC2c2cccs2)CC1 (stereo not drawn) was read as PLCg1 inh -4, SIAE inh 3, PLC-beta3 inh -10, DDE Tn6 FP inh 2, Tn7 DDE FP -4, ASAP1 GAP inh 10, ADAM17 inh -7, ADAM10 inh -26, ARFGAP1 inh 0 and TDP2 absorb 1.
For CCC(C(=O)c1ccccc1)P(=O)(NN)c1ccccc1 (stereo not drawn) the results were PLCg1 inh 2, SIAE inh 5, PLC-beta3 inh -9, DDE Tn6 FP inh -6, Tn7 DDE FP -2, ASAP1 GAP inh 5, ADAM17 inh -1, ADAM10 inh 1, ARFGAP1 inh -3 and TDP2 absorb 0.
For CC(C)(C)c1cc(OS(C)(=O)=O)ccc1O the results were PLCg1 inh -1, SIAE inh 0, PLC-beta3 inh 2, DDE Tn6 FP inh 2, Tn7 DDE FP -2, ASAP1 GAP inh 9, ADAM17 inh 2, ADAM10 inh 0, ARFGAP1 inh -1 and TDP2 absorb -5.
CCN(CC)CC(=O)NC1CCCc2c1cnn2-c1cc(F)cc(F)c1 (stereo not drawn) was read as PLCg1 inh 6, SIAE inh -1, PLC-beta3 inh 3, DDE Tn6 FP inh 2, Tn7 DDE FP 2, ASAP1 GAP inh -22, ADAM17 inh 4, ADAM10 inh 2, ARFGAP1 inh -1 and TDP2 absorb -13.
`COc1ccc(C(=O)N2CCN(S(=O)(=O)N3CCOCC3)CC2)cc1OC` gave PLCg1 inh 0, SIAE inh 2, PLC-beta3 inh -1, DDE Tn6 FP inh -2, Tn7 DDE FP 2, ASAP1 GAP inh -7, ADAM17 inh -1, ADAM10 inh 7, ARFGAP1 inh 3 and TDP2 absorb -1.
`COc1ccc(C)cc1NC(=O)CSc1nnc(COc2ccc(C)cc2)n1Cc1ccco1` gave PLCg1 inh 5, SIAE inh -7, PLC-beta3 inh 2, DDE Tn6 FP inh -5, Tn7 DDE FP -9, ASAP1 GAP inh -5, ADAM17 inh 11*, ADAM10 inh 19, ARFGAP1 inh -6 and TDP2 absorb -13.
CCN(CC)C(=O)CN(c1cc2c(cc1OC)oc1ccccc12)S(=O)(=O)c1ccc(C)cc1 was read as PLCg1 inh 6, SIAE inh -14, PLC-beta3 inh 4, DDE Tn6 FP inh 3, Tn7 DDE FP -2, ASAP1 GAP inh 10, ADAM17 inh 16*, ADAM10 inh 19, ARFGAP1 inh 6 and TDP2 absorb -18.
Screening O=C(NCC(=O)N(CC1CCCO1)C1(C(=O)NC2CCCCC2)CCCCC1)c1ccccc1 (stereo not drawn) returned PLCg1 inh 1, SIAE inh 3, PLC-beta3 inh 2, DDE Tn6 FP inh -1, Tn7 DDE FP -5, ASAP1 GAP inh 17, ADAM17 inh -2, ADAM10 inh 5, ARFGAP1 inh -1 and TDP2 absorb -3.
O=C(COC(=O)c1cccnc1Cl)c1ccc(F)cc1 was read as PLCg1 inh 3, SIAE inh 6, PLC-beta3 inh 3, DDE Tn6 FP inh -10, Tn7 DDE FP 2, ASAP1 GAP inh 0, ADAM17 inh -2, ADAM10 inh 6, ARFGAP1 inh -8 and TDP2 absorb 3.
CCCOc1cc(NCc2ccccc2)c2ncn(C(C)C)c2c1 was read as PLCg1 inh 0, SIAE inh 8, PLC-beta3 inh 0, DDE Tn6 FP inh -1, Tn7 DDE FP -4, ASAP1 GAP inh 3, ADAM17 inh 5, ADAM10 inh 19, ARFGAP1 inh 0 and TDP2 absorb 11.
`O=C(OCc1ccccc1)c1ccc(Br)o1` gave PLCg1 inh -2, SIAE inh 2, PLC-beta3 inh 0, DDE Tn6 FP inh 3, Tn7 DDE FP 5, ASAP1 GAP inh 4, ADAM17 inh -4, ADAM10 inh -11, ARFGAP1 inh -4 and TDP2 absorb -1.
Screening COc1ccc(NS(=O)(=O)c2cccc(C(=O)N/N=C/c3c(F)c(F)c(F)c(F)c3F)c2)cc1 returned PLCg1 inh -7, SIAE inh -31, PLC-beta3 inh -10, DDE Tn6 FP inh -7, Tn7 DDE FP 1, ASAP1 GAP inh -3, ADAM17 inh 1, ADAM10 inh -2, ARFGAP1 inh -5 and TDP2 absorb -7.
C#CCOC(=O)CCC(=O)NCCc1ccccc1 was read as PLCg1 inh -1, SIAE inh 5, PLC-beta3 inh -1, DDE Tn6 FP inh 5, Tn7 DDE FP 0, ASAP1 GAP inh -6, ADAM17 inh -4, ADAM10 inh -8, ARFGAP1 inh 0 and TDP2 absorb 3.
Screening CCOCCn1c(CN(C)Cc2ccccc2)nc2c1c(=O)n(C)c(=O)n2C returned PLCg1 inh 1, SIAE inh -5, PLC-beta3 inh 4, DDE Tn6 FP inh -6, Tn7 DDE FP -4, ASAP1 GAP inh 8, ADAM17 inh -1, ADAM10 inh -2, ARFGAP1 inh -3 and TDP2 absorb -3.
Screening CC(C)(CNC(=O)c1ccc(-c2cccc(C(F)(F)F)c2)o1)N1CCOCC1 returned PLCg1 inh 0, SIAE inh 5, PLC-beta3 inh 0, DDE Tn6 FP inh -2, Tn7 DDE FP 5, ASAP1 GAP inh -4, ADAM17 inh -4, ADAM10 inh -5, ARFGAP1 inh -6 and TDP2 absorb -9.
For Cn1cc(CN2CC3C[C@@H]4CC2C[C@H](C3)C4)c(-c2ccc3c(c2)OCCO3)n1 the results were PLCg1 inh -1, SIAE inh 4, PLC-beta3 inh -4, DDE Tn6 FP inh 0, Tn7 DDE FP -7, ASAP1 GAP inh 2, ADAM17 inh -2, ADAM10 inh -5, ARFGAP1 inh 0 and TDP2 absorb 11.
`Cc1ccc(S(=O)(=O)N2CCN(C(=O)c3cccc(F)c3)CC2)cc1` gave PLCg1 inh 2, SIAE inh -7, PLC-beta3 inh 4, DDE Tn6 FP inh -7, Tn7 DDE FP -2, ASAP1 GAP inh -1, ADAM17 inh -3, ADAM10 inh 1, ARFGAP1 inh 3 and TDP2 absorb 0.
Screening Cc1ccc(/C=N\NC(=O)Cc2cccn2C)o1 returned PLCg1 inh -6, SIAE inh 3, PLC-beta3 inh -7, DDE Tn6 FP inh -4, Tn7 DDE FP -4, ASAP1 GAP inh -3, ADAM17 inh -4, ADAM10 inh -7, ARFGAP1 inh 2 and TDP2 absorb -1.
CCC(C)NC(=O)Cn1cc(S(=O)(=O)N2CCCC2)c(S(=O)(=O)N2CCCC2)c1 (stereo not drawn) was read as PLCg1 inh 2, SIAE inh 3, PLC-beta3 inh -6, DDE Tn6 FP inh -3, Tn7 DDE FP -2, ASAP1 GAP inh 5, ADAM17 inh 2, ADAM10 inh -3, ARFGAP1 inh 3 and TDP2 absorb 18.

Screens: PubChem, The Scripps Research Institute Molecular Screening Center
